TRPC4 inh: TRPC4 (mouse) channel inhibition; Q9QUQ5; HEK293 TRPC4beta/mu-opioid, DAMGO-evoked Fluo4 calcium flux; active compounds read low; B-score at 10 µM; actives 0.39% (n = 300,000); AID 2247;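 active = B-score over 3 SD under the library average, no early fluorescence shift, positive overall ratio signal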
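material = TRPC4beta/mu-opioid receptor HEK293 cell line | probe or stimulus = sequential submaximal and maximal DAMGO stimulation | compound dosing = one concentration per compound | measured by = Fluo4 Ca2+ flux fluorescence | evaluation = integrated fluorescence ratio relative to baseline, converted to per-well B score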
TRPC6 activator: activators of mouse TRPC6 channel. Q61143. HEK293-TRPC6 membrane potential dye fluorescence; active compounds read high. B-score at 10 µM. actives 0.13% (n = 310,000). AID 2550;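 active = B-score of the integrated fluorescence ratio above library mean plus 3 SD, and starting fluorescence ratio within library mean plus 5 SD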;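 also: higher score means more depolarization so channel activation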
TRPC4 PAM: allosteric potentiators of mouse TRPC4 channel; Q9QUQ5; HEK293 TRPC4beta/mu-opioid, DAMGO EC20, Fluo-4 Ca2+ flux; active compounds read high; B-score at 10 µM; actives 0.42% (n = 310,000);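 active = B-score of calcium response area above 5 SD of library B-scores, with initial fluorescence ratio within 5 SD of library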;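 also: B-score of integrated fluorescence ratio over time as area under calcium response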
TRPC6 inhibitor: blocks the mouse TRPC6 cation channel | Q61143 | HEK293-TRPC6, membrane potential dye, ACh-evoked depolarization; active compounds read low | B-score at 10 µM | actives 1.1% (n = 310,000) | AID 2553;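 active = B-score under library mean minus 3 SD, initial fluorescence not abnormally high, positive integrated signal ratio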;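 also: B-score derived from integrated fluorescence ratio over the kinetic read; more negative B-score means stronger inhibition of depolarization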
MrgX1 ag: activates human MrgX1 receptor signaling. B-score at 10 µM. actives 0.44% (n = 310,000). AID 588627. MrgX1-HEK293 cells, Fluo-4 calcium fluorescence, agonist mode; active compounds read high;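 active = calcium response B-score plate-corrected fluorescence ratio at least 3 library SD, with starting fluorescence B-score inside 5 SD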
Target sequence (Q96LB2 whole entry, looked up): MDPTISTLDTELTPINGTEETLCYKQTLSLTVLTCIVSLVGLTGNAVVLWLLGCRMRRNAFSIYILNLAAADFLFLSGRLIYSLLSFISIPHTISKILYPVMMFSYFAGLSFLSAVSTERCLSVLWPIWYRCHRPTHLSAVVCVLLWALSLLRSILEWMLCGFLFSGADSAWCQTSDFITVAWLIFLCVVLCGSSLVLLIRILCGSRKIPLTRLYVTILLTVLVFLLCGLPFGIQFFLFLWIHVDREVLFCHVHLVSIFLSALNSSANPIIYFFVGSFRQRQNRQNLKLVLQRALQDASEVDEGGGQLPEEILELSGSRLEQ
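Material: MrgX1-expressing HEK293 cells; input: 15,000 cells per well; doses: test compound given as first of three sequential additions; schedule: overnight plating before 1 h dye loading; technique: Fluo-4 NW calcium-flux fluorescence, kinetic read; evaluation: baseline-normalised fluorescence change ratio, B-scored; control set: plate-wise positive and negative controls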
RGS4 inh: human RGS4 inhibition; P49798; HEK293 M3R/RGS4 inducible, Fluo-4 calcium flux; active compounds read high; triggered by carbachol at its EC20; B-score at 10 µM; actives 0.45% (n = 310,000); AID 463165;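 active = B-score, a plate-corrected calcium signal, over three deviations above library mean, with baseline fluorescence within five deviations of library mean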;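 also: RGS4 expression induced by doxycycline in cells with stable M3 receptor; B-score is computed from the integrated fluorescence ratio over baseline after carbachol; higher B-score means a larger calcium signal and so more RGS4 inhibition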
Target sequence (P49798 whole entry, looked up): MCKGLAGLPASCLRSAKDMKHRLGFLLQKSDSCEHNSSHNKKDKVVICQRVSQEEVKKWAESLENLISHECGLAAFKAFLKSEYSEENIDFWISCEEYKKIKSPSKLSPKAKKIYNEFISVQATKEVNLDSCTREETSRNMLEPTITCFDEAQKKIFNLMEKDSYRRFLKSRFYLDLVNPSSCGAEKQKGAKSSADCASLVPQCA
MrgX1 antagonist: antagonists of human MrgX1 receptor | Q96LB2 | MRGX1-HEK293 calcium flux, Fluo-4, BAM8-22 antagonism; active compounds read low | B-score at 10 µM | actives 1.3% (n = 310,000);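 active = calcium-response B-score plate-corrected more than 3 library SD below zero, starting fluorescence within 5 deviations, no agonist response on first addition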;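 also: peak minus trough fluorescence over baseline after final BAM8-22 challenge near maximal dose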
MrgX1 PAM: human MrgX1 positive allosteric modulation, primary screen; MrgX1-HEK293, Fluo-4 calcium flux, FDSS; active compounds read high; B-score at 10 µM; actives 0.63% (n = 310,000); AID 588675;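 active = plate-corrected calcium response at least 3 library SD above typical, normal starting fluorescence, not activating the receptor alone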;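 also: compound read alongside a low EC10 to EC30 dose of BAM8-22 agonist; peak minus trough fluorescence over baseline measured at the second addition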
TMEM16A act: activators or potentiators of mouse TMEM16A chloride channel; HEK293 TMEM16A/YFP-H148Q/I152L, iodide quench fluorescence; active compounds read low; B-score at 10 µM; AID 623877; actives 0.3% (n = 340,000);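 active = fluorescence-ratio B-score plate-corrected deviation score at least 3 library SD below zero, with starting fluorescence score within 5 deviations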;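 also: channel opened by trigger with iodide after compound preincubation; score built on the fluorescence ratio of max minus min over baseline; more negative score means more quench and so TMEM16A activation or potentiation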
ANO1 block: blocks the mouse calcium-activated chloride channel TMEM16A; Q8BHY3; HEK293 TMEM16A/YFP iodide influx fluorescence, ionomycin; normalized B-score (activity score, 25-100; higher = stronger inhibition) at 10 µM; actives 1.2% (n = 310,000); AID 588511;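 active = ratio plate-corrected score three or more library SD toward inhibition, starting fluorescence score within five deviations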;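 also: score derived from kinetic fluorescence span divided by baseline fluorescence per well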
TRPC4 agonist: opens the mouse TRPC4 cation channel. actives 0.49% (n = 310,000). HEK293 TRPC4beta/mu-opioid, Fluo4 calcium fluorescence; active compounds read high. B-score at 10 µM. Q9QUQ5;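 active = B-score above 5 SD of library B-scores, and initial fluorescence ratio not above library mean plus 5 SD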;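 also: positive B-score marks a calcium rise read as TRPC4 activation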
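Material: TRPC4beta and mu-opioid receptor HEK293 stable cells | Incubation: 45 min room-temperature Fluo4 loading, 110 s read | Detection: Kinetic Fluo4 calcium fluorescence | Measure: Integrated baseline-normalised fluorescence ratio, converted to per-well B score | Benchmarks: Low control buffer alone, high control maximal DAMGO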
The depositor's hits bear a star; i = inactive.

SMILES,TRPC4 inh,TRPC6 activator,TRPC4 PAM,TRPC6 inhibitor,MrgX1 ag,RGS4 inh,MrgX1 antagonist,MrgX1 PAM,TMEM16A act,ANO1 block,TRPC4 agonist
CCOC(=O)c1cc2n(n1)C(C(F)(F)F)CC(C)N2 (configuration not stated),i,i,i,i,i,i,i,i,i,i,i
COCCNc1nc(-c2ccc(OC)cc2)c(-c2ccc(OC)cc2)s1,i,i,i,i,i,i,i,i,i,i,i
COc1ccc(CNC(=O)CN(C(=O)CCC(=O)Nc2nccs2)c2ccc(C)cc2)cc1,i,i,i,i,i,i,i,i,i,i,i
C=CCc1ccc(OCCCCOc2ccc(C(=O)O)cc2)c(OC)c1,i,i,i,i,i,i,i,i,i,i,i
CCOCCn1c(SCCCc2ccccc2)nc2c1c(=O)[nH]c(=O)n2C,i,i,i,i,i,i,i,i,i,i,i
CC(=O)OC[C@H]1O[C@@H](Sc2cccc3cccnc23)[C@H](OC(C)=O)[C@@H](OC(C)=O)[C@H]1OC(C)=O,i,i,i,i,i,i,i,i,i,i,i
COc1ccc(Cc2nnc(SC)[nH]c2=O)cc1,i,i,i,i,i,i,i,i,i,i,i
CSc1ccc(S(=O)(=O)NCC(=O)OCC(=O)N(C)C2CCCCC2)cc1[N+](=O)[O-],i,i,i,i,i,i,i,i,i,i,i
O=[N+]([O-])c1ccc(S(=O)(=O)N(CC(O)CN2CCCCC2)c2ccccc2)cc1 (configuration not stated),i,i,i,i,i,i,i,i,i,i,i
CCCn1c2c(c(O)c(C(=O)NCCCN(CC)CC)c1=O)CCCC2,i,i,i,i,i,i,i,i,i,i,i
COCCCNC(=O)CCCOc1ccccc1,i,i,i,i,i,i,i,i,i,i,i
CCOC(=O)c1[nH]ncc1CN1CCC(Cc2cccc(OC)c2)(C(=O)OCC)CC1,i,i,i,i,i,i,i,i,i,i,i
COc1ccccc1/C=C1\SC(=S)N(NS(=O)(=O)c2ccccc2)C1=O,i,i,i,i,i,i,i,i,i,i,i
OC(c1ccccc1)C(O)c1ccccc1 (configuration not stated),i,i,i,i,i,i,i,i,i,i,i
CCOC(=O)Nc1ccc2c(c1)N(C(=O)CCN(CC)CC)c1ccccc1S2=O (configuration not stated),i,i,i,i,30*,i,i,i,i,i,i
O=C(Nc1ccsc1C(=O)O)c1ccccc1,i,i,i,i,i,i,i,i,i,i,i
Cc1sc2nc(SCC(=O)Nc3ccc(S(N)(=O)=O)cc3)[nH]c(=O)c2c1C,i,i,i,i,i,i,i,i,i,i,i
Cc1ccc(OCc2csc(N)n2)cc1,i,i,i,i,i,i,i,i,i,i,i
Nc1ccc(OCCCc2c(N)nc(N)nc2N)cc1,i,i,i,i,i,i,i,i,i,i,i
CNC(=O)c1ccc(-n2nc(C)cc2-c2ccccc2)cc1,i,i,i,i,i,i,i,i,i,i,i
OC[C@H]1OC(O)[C@@H](O)[C@@H](O)[C@@H]1O (some centres not stated),i,i,i,i,i,i,i,i,i,i,i
N#Cc1c(-c2ccccc2)[nH]c(=S)[nH]c1=O,i,i,i,i,i,i,i,i,i,i,i
CCN=C1SC(C(=O)Nc2cccc(C)c2)CC(=O)N1CC (configuration not stated),i,i,i,i,i,i,i,i,i,i,i
CC(C)CCC1(CCNC(=O)c2cccs2)CCOC(C)(C)C1 (configuration not stated),i,i,i,i,i,i,i,i,i,i,i
Cc1ccc(S(=O)(=O)N(CC(=O)Nc2ccccc2C(=O)O)c2ccccc2C)cc1,i,i,i,i,i,i,i,i,i,i,i
CCOC(=O)c1c(C)[nH]c(NC(=O)Nc2c(C)n(C)n(-c3ccccc3)c2=O)c1C,i,i,i,i,i,i,i,i,i,i,i
CC(Nc1ncnc2nc[nH]c12)c1ccccc1 (configuration not stated),i,i,i,i,i,i,i,i,i,i,i
Cc1cc2c(cc1C)NC(c1c(C)n(C)n(-c3ccccc3)c1=O)C1=C(CC(C)(C)CC1=O)N2 (configuration not stated),i,i,i,i,i,i,i,i,i,i,i
Cc1ccc(S(=O)(=O)N2CCOCC2)cc1C(=O)Nc1nc2ccccc2[nH]1,i,i,i,i,i,i,i,i,i,i,i
COc1cc(OC)nc(S(C)(=O)=O)n1,i,i,i,i,i,i,i,i,i,i,i
COC(=O)CC1=C(C(=O)OC)C(c2ccc3c(c2)OCO3)C(C#N)=C(N)O1 (configuration not stated),i,i,i,i,i,i,i,i,i,i,i
O=C(Nc1ccccc1O)/C(=C\c1ccccc1)NC(=O)c1ccccc1,i,i,i,i,i,i,i,i,i,i,i
COc1ccccc1NC(=O)NC1CC(=O)N(c2ccc3c(c2)OCCO3)C1 (configuration not stated),i,i,i,i,i,i,i,i,i,i,i
O=c1c2c3c(sc2nc2n1CCCC2)CCCC3,i,i,i,i,i,i,i,i,i,i,i
Cc1[nH]n(-c2ccccc2)c(=O)c1C(c1ccc(O)c([N+](=O)[O-])c1)c1c(C)[nH]n(-c2ccccc2)c1=O,i,i,i,i,i,5.1*,i,i,i,100*,i
Cc1cccn2c(=O)c3cc(C(=O)N4COCC4(C)C)sc3nc12,i,i,i,i,i,i,i,i,i,i,i
COc1ccc(N2C(=O)CSC2c2ccccc2)cc1 (configuration not stated),i,i,i,i,i,i,i,i,i,i,i
O=C(COc1cccc2ccccc12)N1c2ccccc2CCc2ccccc21,i,i,i,i,i,i,i,i,i,i,i
CS(=O)(=O)NN1C(=O)c2ccccc2NC12CCCC2,i,i,i,i,i,i,i,i,i,i,i
O=C(C[N+]1(CC#Cc2ccccc2)CCOCC1)c1ccccc1,i,i,i,i,i,i,i,i,i,i,i
NNC(=O)c1nc[nH]c1C(=O)Nc1ccccc1,i,i,i,i,i,i,i,i,i,i,i
COc1ccc(CNCCc2ccc(Cl)cc2)cc1OCc1ccccc1,i,i,i,i,i,i,-5.8*,i,i,100*,47*
CCCN1CCN(C(=O)CCc2nnc3ccc(N4CCN(c5cccc(OC)c5)CC4)nn23)CC1,i,i,i,i,i,i,i,i,i,i,i
COc1ccc(NS(=O)(=O)c2cccc(C(=O)NNC(=O)CNC(=O)c3ccccc3F)c2)cc1,i,i,i,i,i,i,i,i,i,i,i
COCCNC(=O)C(c1ccc(O)cc1)N(Cc1cccs1)C(=O)CCC(=O)Nc1ccccn1 (configuration not stated),i,i,i,i,i,i,i,i,i,i,i
Cc1cccc(N2CCN(C(=O)c3cccn4c(=O)c5c(C)c(C)sc5nc34)CC2)c1C,i,i,i,i,i,i,i,i,i,i,i
CCOc1ccc(NS(=O)(=O)c2cc(NC(=O)c3cccc(C)c3)ccc2Cl)cc1,i,i,i,i,i,i,i,i,i,i,i
CCN1CSC(=S)N(Cc2ccc(OC)cc2)C1,i,i,i,i,i,i,i,i,i,i,i
NS(=O)(=O)Cc1noc2ccccc12,i,i,i,i,i,i,i,i,i,i,i
O=C(COc1ccc2ccc(=O)oc2c1)N1CCN(c2ccc(F)cc2)CC1,i,i,i,i,i,i,i,i,i,i,i

Remaining list, next part
SMILES,TRPC4 inh,TRPC6 activator,TRPC4 PAM,TRPC6 inhibitor,MrgX1 ag,RGS4 inh,MrgX1 antagonist,MrgX1 PAM,TMEM16A act,ANO1 block,TRPC4 agonist
CCN1C(=O)C(C(=O)Nc2ccc(OC)cc2)C2CC1(C)Oc1ccccc12 (configuration not stated),i,i,i,i,i,i,i,i,i,i,i
COC(=O)c1cc(-c2ccc(Cl)cc2)n[nH]1,i,i,i,i,i,i,i,i,i,i,i
C=CCNc1nc(NCCO)nc(N2CCCC2)n1,i,i,i,i,i,i,i,i,i,i,i
Cc1ccc(-n2c(N)c(S(=O)(=O)c3ccccc3)c3nc4ccccc4nc32)cc1,i,i,i,i,i,i,i,i,i,i,i
CCCCSc1nnc(-c2ccc(OC)cc2)n1C,i,i,i,i,i,i,i,i,i,i,i
CCC(C)C(NC(=O)OC(C)(C)C)C(=O)NC(Cc1ccccc1)C(=O)OC (configuration not stated),i,i,i,i,i,i,i,7.3*,i,i,i
CC(OC(=O)c1ccc(NS(=O)(=O)c2cccs2)cc1)C(=O)N(C)C1CCCCC1 (configuration not stated),i,i,i,i,i,i,i,i,i,i,i
N=c1c(S(=O)(=O)c2ccc(Cl)cc2)cc2c(=O)n3ccccc3nc2n1C1CCCC1,i,i,i,i,i,i,i,i,i,i,i
CCOc1ccccc1C1C(C(=O)Nc2ccccc2OC)=C(C)Nc2nc(CCCO)nn21 (configuration not stated),i,i,i,i,i,i,i,i,i,i,i
CCOC(=O)c1c(C)c(C(=O)N2CCN(c3ccc(F)cc3)CC2)c(C)n1C,i,i,i,i,i,i,i,i,i,i,i
CCCCc1nnc(NC(=O)C23CC4CC(CC(NC(C)=O)(C4)C2)C3)s1,i,i,i,i,i,i,i,i,i,i,i
CN(C)c1ncc(CN2CCC(CO)(CCCc3ccccc3)CC2)s1,i,i,i,i,i,i,i,i,i,i,i
CC1=C(C(=O)Nc2ccccn2)C(c2cn(C)nc2C)C2=C(CCCC2=O)N1 (configuration not stated),i,i,i,i,i,i,-4.9*,i,i,i,i
CCOc1cccc(Nc2cc3n(c(=O)n2)CCc2cc(OC)c(OC)cc2-3)c1,i,i,i,i,i,i,i,i,i,i,i
O=C(COc1ccc(Cl)cc1Cl)NC(=O)N1CCCCC1,i,i,i,i,i,i,i,i,i,i,i
CC1(C)CC(NC(=O)C2CCCCC2C(=O)O)CC(C)(C)N1 (configuration not stated),i,i,i,i,i,i,i,i,i,i,i
O=C(CSC1CCCCC1)Nc1nccs1,i,i,i,i,i,i,i,i,i,i,i
